GLD-1 TGE inh = GLD-1/TGE RNA complex disruptors, primary screen, biochemical, fluorescence polarization. Female germline-specific tumor suppressor gld-1 (Caenorhabditis elegans), Q17339. purified GLD-1 + fluorescein TGE RNA. inhibition, % at 5.96 µM. 320,000 tested, 0.44% active;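 active = percent inhibition above a per-plate cutoff, the plate mean of test compounds plus 3 SD, cut at about 30% in these data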;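 note: 0% = DMSO wells with GLD-1 and probe and 100% = wells lacking GLD-1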
MEX-5 binding = MEX-5 zinc finger RNA-binding disruptors – biochemical, C. elegans, fluorescence polarization, MLPCN library, primary screen. activity score (negative = inhibition of binding), % at 10 µM. 300,000 tested, 0.38% active. MEX-5/FITC-TCR2 RNA binding; active compounds read low;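 active = inhibition past about -25% in most replicates, and total fluorescence under double the plate's negative control median, limit read from the data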;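 note: 0% = DMSO and -100% = 5 µM competing unlabeled TCR2 RNA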
BCLXL inh = inhibitors of human Bcl-xL, primary screen, biochemical, fluorescence polarization, HTS. GST-Bcl-xL / FITC-Bim BH3 peptide fluorescence polarization. inhibition, % at 10.9 µM. 320,000 tested, 0.7% active. AID 2129, 2009;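 active = inhibition above the mean of all tested compounds plus 3 SD, cutoff set per campaign, cut at about 30% in these data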;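 note: 0% = DMSO wells and 100% = unlabeled Bim-BH3 peptide competitor; inhibitors lower millipolarization by displacing the labeled peptide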
Target sequence (Q07817 whole entry, looked up): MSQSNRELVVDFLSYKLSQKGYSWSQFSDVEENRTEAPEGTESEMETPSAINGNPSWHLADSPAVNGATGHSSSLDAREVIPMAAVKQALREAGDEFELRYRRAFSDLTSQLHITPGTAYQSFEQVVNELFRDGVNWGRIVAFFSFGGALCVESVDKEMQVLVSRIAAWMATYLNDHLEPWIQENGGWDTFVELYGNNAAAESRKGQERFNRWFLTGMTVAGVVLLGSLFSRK
AHR act = AHR activators, primary screen, cell-based, luminescence, luciferase reporter, human; Aryl hydrocarbon receptor (Homo sapiens), P35869; AHR-responsive luciferase reporter cells; activation, % at 5 µM; 320,000 tested, 2.5% active; in the data active = activation above about 47%;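 note: 0% = vehicle wells and 100% = reference agonist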
Fam108B counter = mouse Fam108B serine hydrolase inhibitors, primary screen, counter-screen for RBBP9 inhibitor project, biochemical, fluorescence polarization; recombinant Fam108B, FP-Rh probe fluorescence polarization; 300,000 tested, 0.33% active; inhibition, % at 9.51 µM;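 active = inhibition above the screen mean inhibition plus 3 SD, computed separately per campaign, cut at about 18% in these data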;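 note: inhibitors lower polarization as less probe binds the enzyme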
PME-1 inh = PME-1 inhibitors via competitive probe labeling, primary screen, biochemical, fluorescence polarization, FP-Rh probe, HTS. inhibition, % at 5.9 µM. 320,000 tested, 0.53% active. recombinant PME-1;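 active = inhibition above the campaign mean of all compounds plus 3 SD, cut at about 26% in these data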;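 note: competitive labeling of PME-1 active site by serine hydrolase directed probe; 0% = PME-1 with DMSO and 100% = wells lacking PME-1 enzyme; inhibitors block probe labeling so polarization falls and inhibition rises; many of its hits are not listed in these tables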
PAFAH1B2 FP inh = PAFAH1B2 enzyme inhibitors, primary screen, biochemical, fluorescence polarization, human; Platelet-activating factor acetylhydrolase IB subunit alpha2 (Homo sapiens), P68402; recombinant PAFAH1B2, FP-rhodamine activity probe; inhibition, % at 3.39 µM; 340,000 tested, 1.2% active; AID 492953, 2010;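 active = inhibition above the mean of all tested compounds plus 3 SD, cut at about 24% in these data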;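 note: 0% = enzyme with DMSO and 100% = wells lacking PAFAH1B2; many of its hits are not listed in these tables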
Target sequence (P68402 whole entry, looked up): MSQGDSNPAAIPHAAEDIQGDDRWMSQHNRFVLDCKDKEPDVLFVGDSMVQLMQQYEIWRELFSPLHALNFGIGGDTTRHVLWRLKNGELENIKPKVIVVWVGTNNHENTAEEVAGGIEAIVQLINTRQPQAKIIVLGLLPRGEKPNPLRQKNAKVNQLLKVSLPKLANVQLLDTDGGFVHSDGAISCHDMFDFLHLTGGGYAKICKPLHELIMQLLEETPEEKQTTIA
pPAFAH inh = pPAFAH enzyme inhibitors, primary screen, biochemical, fluorescence polarization, human. inhibition, % at 3.39 µM. 330,000 tested, 1.5% active. AID 463082, 2010. recombinant pPAFAH, FP-rhodamine probe fluorescence polarization. Platelet-activating factor acetylhydrolase (Homo sapiens), Q13093;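 active = inhibition above the mean inhibition across the screen plus 3 SD, cut at about 25% in these data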;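 note: inhibitors block binding of the rhodamine activity-based probe so polarization drops; 0% = enzyme with DMSO and 100% = wells lacking pPAFAH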
Target sequence (Q13093 whole entry, looked up): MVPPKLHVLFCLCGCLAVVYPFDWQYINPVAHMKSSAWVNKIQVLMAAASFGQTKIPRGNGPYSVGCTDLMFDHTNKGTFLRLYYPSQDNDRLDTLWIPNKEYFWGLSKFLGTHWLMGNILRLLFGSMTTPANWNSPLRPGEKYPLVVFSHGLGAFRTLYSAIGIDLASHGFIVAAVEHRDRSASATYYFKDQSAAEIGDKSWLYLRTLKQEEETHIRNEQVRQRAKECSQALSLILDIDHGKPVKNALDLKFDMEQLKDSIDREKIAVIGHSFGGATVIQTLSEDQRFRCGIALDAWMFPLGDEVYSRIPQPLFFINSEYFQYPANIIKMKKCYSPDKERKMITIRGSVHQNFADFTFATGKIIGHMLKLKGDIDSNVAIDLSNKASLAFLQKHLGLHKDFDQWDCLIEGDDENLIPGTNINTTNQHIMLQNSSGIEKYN
MCL1-BIM inh = inhibitors of MCL1 binding to BIM-BH3, primary screen, biochemical, fluorescence polarization; GST-MCL1 / FITC-Bim-BH3 fluorescence polarization; inhibition, % at 10.9 µM; 320,000 tested, 0.68% active; Induced myeloid leukemia cell differentiation protein Mcl-1 (Homo sapiens), Q07820;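 active = inhibition above the mean inhibition of all tested compounds plus 3 SD, set per campaign, cut at about 40% in these data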;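 note: 0% = DMSO wells and 100% = unlabeled Bim-BH3 peptide control; higher means more loss of mP so more displacement of Bim peptide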
* marks the source's active call; other numbers are inactive results; x = not tested or not shown. These rows are one share of the data; rates above refer to the full screens.

SMILES | GLD-1 TGE inh | MEX-5 binding | BCLXL inh | AHR act | Fam108B counter | PME-1 inh | PAFAH1B2 FP inh | pPAFAH inh | MCL1-BIM inh
O=C(N/N=C/c1ccc(F)cc1)c1sccc1OCc1ccc(F)cc1 | 9 | -1.0 | 6 | 2 | 2 | 11 | 1 | 10 | 11
C#CCOCCOCCOCCNc1nc(N2CCN(C(=O)CCCCCCCCCCNC(=O)[C@H](CO)n3cc(CCCSC)nn3)CC2)nc(N2CCN(C(=O)CCCCCCCCCCNC(=O)[C@H](CO)n3cc(CCCSC)nn3)CC2)n1 | 4 | -0.1 | 0 | 0 | -48 | -54 | -29 | 11 | 2
CCCC12CN(C(=O)c3ccco3)CC(CCC)(CN(C(=O)c3ccco3)C1)C2=O | -2 | 2.8 | 1 | 2 | 5 | -3 | -3 | -2 | -4
O=C(CN1C(=O)C2C3C=CC(C3)C2C1=O)NCC1COc2ccccc2O1 (stereo unspecified) | -3 | 0.3 | 7 | 3 | -1 | 1 | -1 | 0 | 7
CCN(CC)C(=O)c1sc2nc(-c3cccs3)cc(-c3ccc(Cl)cc3)c2c1N | -16 | 0.6 | -1 | 32 | -1 | -4 | 0 | 4 | -19
S=C(c1ccc(-c2cc(Cl)ccc2Cl)o1)N1CCCCC1 | 4 | -1.3 | 2 | 12 | -1 | -5 | 2 | 5 | 7
COc1ccc(C(=O)NCc2cc3ccccc3n2C)cc1 | 1 | 1.0 | -2 | 13 | -1 | 2 | 5 | 1 | -2
CC1CCCCN1C(=O)Cn1cc(C(=O)c2ccco2)c2ccccc21 (stereo unspecified) | 1 | 0.9 | 3 | 2 | -4 | -1 | 1 | 1 | 4
COCC(=O)OCc1cc2cccc(C)c2[nH]c1=O | 1 | -0.7 | 0 | 5 | -1 | -8 | 4 | 2 | -5
COc1ccc(CN(C(=O)c2snc(C(N)=O)c2N)C(C(=O)NC2CCCC2)c2ccco2)cc1 (stereo unspecified) | -2 | -0.6 | 1 | 1 | -2 | 4 | 6 | 8 | 10
COc1cc(OC)cc(C(=O)N=c2sc3ccccc3n2C)c1 | 6 | 0.9 | 3 | 26 | -4 | -5 | -4 | -4 | 2
CCN(CC)S(=O)(=O)c1ccc(Cl)c(NC(=O)CCCCl)c1 | 3 | -0.4 | 3 | 4 | -5 | -6 | 2 | -3 | 1
COc1ccccc1-c1nnc(SCC(=O)Nc2cccnc2Cl)n1C | 2 | x | x | 32 | x | x | 7 | 1 | x
CCOc1ccc2nc(N3C(=O)C(O)=C(C(=O)c4ccco4)C3c3ccco3)sc2c1 (stereo unspecified) | 5 | x | -5 | 9 | x | -3 | 2 | 6 | 10
CC(=O)O[C@H]1CC(C)(C)C(=C=C/C(C)=C/C=C/C(C)=C/C=C/C=C(C)/C=C/C=C(\C)C(=O)C[C@@]23O[C@]2(C)C[C@@H](O)CC3(C)C)[C@](C)(O)C1 | 6 | -0.6 | 5 | 0 | 7 | -3 | x | 1 | -2
CCOC(=O)C1=C(N)OC2=C(C(=O)CC(C)(C)C2)C1c1ccc(CC)s1 (stereo unspecified) | 4 | 1.8 | 4 | 5 | 3 | 1 | 5 | 3 | 6
CCCNC(=O)C1(CC2CC(c3ccccc3)=NO2)CCN(C(=O)OC(C)(C)C)CC1 (stereo unspecified) | 4 | -3.7 | -6 | -1 | 2 | -1 | -2 | -1 | -7
CCOc1ccccc1C(=O)Nc1cccc2cccnc12 | 0 | 3.3 | 0 | 74* | -6 | -6 | 0 | -8 | 2
CCCOc1cccc(C(=O)NC(=S)Nc2ccccc2)c1 | 7 | 1.0 | 3 | 2 | -6 | -4 | 2 | 5 | 5
O=C(OCCOc1cccc(Cl)c1)c1ccc(F)c(S(=O)(=O)N2CCOCC2)c1 | 1 | x | 2 | -1 | x | -4 | 2 | 1 | 1
O=C(Nc1ccnn1C1CCN(Cc2ccccc2)CC1)C1CCOC1 (stereo unspecified) | 0 | -1.3 | 4 | -2 | 3 | -2 | -5 | 4 | 9
Cc1ccc(S(=O)(=O)N[C@@H](CC(C)C)C(=O)N2CCC(C(=O)N[C@H](C(=O)O)C(C)C)CC2)cc1 | -6 | -1.2 | 4 | 0 | -1 | -3 | 0 | -2 | 4
CN(CC(=O)Nc1ccccc1Cl)C(=O)c1cccc(S(=O)(=O)N2CCN(Cc3ccccc3)CC2)c1 | 5 | -2.8 | 6 | -1 | -2 | -1 | 0 | 0 | -3
CCOC(=O)c1cc2n(c1N)-c1ccccc1C2=O | 117* | -12 | 140* | 8 | 5 | 4 | 8 | 7 | 153*
COc1ccccc1C(=O)N1CCN=C1SC | -8 | 0.7 | 5 | 13 | 3 | 4 | 1 | 6 | -4

Continued; the last five above are carried over.
SMILES | GLD-1 TGE inh | MEX-5 binding | BCLXL inh | AHR act | Fam108B counter | PME-1 inh | PAFAH1B2 FP inh | pPAFAH inh | MCL1-BIM inh
O=C(Nc1ccnn1C1CCN(Cc2ccccc2)CC1)C1CCOC1 (stereo unspecified) | 0 | -1.3 | 4 | -2 | 3 | -2 | -5 | 4 | 9
Cc1ccc(S(=O)(=O)N[C@@H](CC(C)C)C(=O)N2CCC(C(=O)N[C@H](C(=O)O)C(C)C)CC2)cc1 | -6 | -1.2 | 4 | 0 | -1 | -3 | 0 | -2 | 4
CN(CC(=O)Nc1ccccc1Cl)C(=O)c1cccc(S(=O)(=O)N2CCN(Cc3ccccc3)CC2)c1 | 5 | -2.8 | 6 | -1 | -2 | -1 | 0 | 0 | -3
CCOC(=O)c1cc2n(c1N)-c1ccccc1C2=O | 117* | -12 | 140* | 8 | 5 | 4 | 8 | 7 | 153*
COc1ccccc1C(=O)N1CCN=C1SC | -8 | 0.7 | 5 | 13 | 3 | 4 | 1 | 6 | -4
CCCCN(C(=O)COC(=O)COc1c(C)cc(C)cc1C)c1c(N)n(CCC)c(=O)[nH]c1=O | 5 | 3.1 | -5 | 0 | 1 | -2 | 3 | 3 | -8
CCCCCN(C(=O)CCC(=O)OCCOc1cccc(C)c1)c1c(N)n(CCCC)c(=O)[nH]c1=O | 1 | 0.6 | -2 | 0 | -2 | -4 | 2 | 3 | -9
CCOC(=O)c1c(-c2ccc(C)o2)csc1NC(=O)CN1CCN(CC)CC1 | 8 | 0.9 | 4 | 3 | 8 | 0 | 4 | 5 | -2
CCN1CCN(S(=O)(=O)c2ccc(C)c([N+](=O)[O-])c2)CC1 | 2 | -0.2 | 4 | 1 | 4 | -3 | 3 | 0 | 14
COC(=O)c1c(C)noc1-c1cc(C)on1 | -4 | 1.5 | 7 | -4 | 3 | 5 | -2 | 3 | 3
COc1cc(S(=O)(=O)N2CCN=C2c2ccccc2)ccc1Cl | 1 | 3.2 | 7 | 1 | 0 | 2 | 7 | -3 | 9
CC1Cn2c(nnc2-c2cccc(Cl)c2)S1 (stereo unspecified) | 4 | 1.4 | 2 | -1 | -1 | -4 | 4 | 4 | 4
CSc1nsc(SCC(=O)N2CCCc3ccccc32)n1 | 0 | 1.7 | 5 | -5 | 1 | 1 | 7 | 1 | -4
Cc1cccc(NC(=O)CCC2CCN(C(=O)C3CC=CCC3)CC2)c1 (stereo unspecified) | 8 | -2.1 | 8 | 0 | 3 | -1 | 2 | 0 | 5
Cc1nc(SCC(=O)N2CCOCC2)c2c(=O)n(C)c(=O)n(C)c2n1 | -1 | x | 8 | 4 | 1 | -7 | 1 | 1 | 6
Cc1ccccc1NP(=O)(c1ccccc1)c1nc2ccccc2s1 (stereo unspecified) | -3 | -0.8 | 2 | 6 | 0 | 0 | 7 | 2 | -6
COc1cc(-n2c(C)nc3cc(C(=O)NCc4ccco4)ccc32)cc(OC)c1OC | 7 | -0.6 | -3 | -10 | 0 | -1 | -2 | -2 | 2
CCCCCCC1CC(CSc2ncn[nH]2)OC1=O (stereo unspecified) | 4 | 0.3 | -1 | 0 | -3 | -1 | 5 | 8 | 10
Cc1ccc(C(=O)CN2C(=O)C(=O)N(Cc3ccccc3)C2=O)cc1 | 2 | 1.1 | -1 | -2 | 2 | -3 | 26* | -1 | 2
COc1ccc(-c2ccc([C@H]3[C@@H]4C=CCC[C@@]4(C)C(=O)N3Cc3ccccc3)c(F)c2)cc1OC | 6 | 1.3 | 2 | 4 | -4 | -4 | -2 | 3 | 3
C=CCNC(=O)c1onc(CSc2nc3ccccc3[nH]2)c1C(=O)NCC=C | -1 | -3.5 | 6 | -2 | -1 | 4 | -3 | 0 | 0
Cc1cccc(N2C(=O)CC(Sc3ncn[nH]3)C2=O)c1 (stereo unspecified) | -2 | 2.8 | 3 | -3 | -7 | -5 | 1 | -2 | 3
CCOc1ccc(CN2C(=O)CCC2(C)C(=O)NCc2cccnc2)cc1 (stereo unspecified) | -4 | -0.5 | 1 | -2 | 3 | -4 | 5 | -10 | 0
c1n[nH]c(NCc2ccc3c(c2)OCO3)n1 | 3 | -0.9 | 5 | 0 | 4 | -2 | 1 | 0 | 3
C=CCNc1nc(N2CCCC2)nc2ccccc12 | -3 | 2.0 | -1 | 84* | -1 | 3 | -4 | 4 | 7
COc1ccc(S(=O)(=O)N(C)c2ccc(C(=O)N3CCOCC3)cc2)cc1OC | 1 | -2.2 | 4 | 1 | 0 | 4 | -1 | 1 | 2
NNC(=O)Cn1c(-c2nonc2N)nc2ccccc21 | 4 | 0.6 | 0 | 4 | 3 | -1 | -2 | -1 | -2
COc1ccc(NS(=O)(=O)c2ccc3c(c2)CCC(=O)N3)c(OC)c1 | -2 | -1.7 | -7 | -1 | 3 | -5 | -3 | 4 | -8
COc1cc(-c2nc(S(=O)(=O)c3ccc(C)cc3)c(N(C)C)o2)cc(OC)c1OC | 8 | -1.8 | -1 | 13 | 0 | -6 | 0 | 3 | -4
